# H9c2 TAG inh = reduces triacylglycerol accumulation in H9c2 cells | Nile Red lipid (TAG) fluorescence; cells loaded with 200 µM oleic acid | inhibition, % at 12.5 µM | hit rate 0.66% among 230,000 | AID 651582;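 active = pattern-corrected inhibition of lipid staining of at least 50% with the nuclear-stain viability signal not falling by more than 50%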;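 note: 0% = DMSO wells and 100% = triacsin C control wells; some results filed as inactive read as strong as hits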
# H9c2 TAG inh DAPI viability = recorded beside H9c2 TAG inh, whose call it bears; DAPI nuclei signal change (viability), lower = more cytotoxic, %;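 whole-well DAPI fluorescence read on a plate reader as a viability signal; minus 50 percent equals half of cells still viable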
# Starred values were filed as active, the others as inactive. The list is partial; count on the stated rates, not on these rows.
SMILES,H9c2 TAG inh,H9c2 TAG inh DAPI viability
Cc1cc(C)c(S(=O)(=O)c2ccccc2)c(OC(=O)c2c(Cl)cccc2Cl)n1,-18.7,-1.3
c1ccc(Sc2ccccc2CN2CCCC2)cc1,6.6,0.8
S=C(NCCCN1CCOCC1)N1CCN(c2nc(-c3ccccc3)cs2)CC1,-14.9,9.2
CC1CC(C)CN(C(=O)COC(=O)c2ccc3ccccc3n2)C1 (configuration not stated),4.4,3.9
C[C@@H]1CN([C@@H](C)CO)C(=O)c2cc(Br)cnc2O[C@H]1CN(C)S(=O)(=O)c1cccs1,-8.4,4.2
CN1CCN(c2ccc(CNC(=O)c3cc4ccccc4o3)cc2)CC1,-8.7,-0.3
CSc1ncccc1C(=O)Nc1ccncc1,7.5,-6.3
O=C(NCCN1CCOCC1)c1cccc(S(=O)(=O)N2CCCCC2)c1,-6.0,5.7
O=C(CCNS(=O)(=O)c1cccs1)N1CCCCCC1,10.1,-16.0
O=C(O)CNCC1COc2ccccc2O1 (configuration not stated),-7.5,2.7
C=CCn1c(=S)sc2c(=O)[nH]c(C)nc21,7.6,-1.0
CC(C)Nc1c([N+](=O)[O-])c(=O)oc2ccccc12,-0.7,-0.1
O=C1C2CCCN2C(=S)N1C1CCCCC1 (configuration not stated),-1.7,4.3
O=C(COC(=O)c1cc([N+](=O)[O-])ccc1N1CCOCC1)c1ccc(OC(F)F)cc1OC(F)F,2.2,-5.3
COc1ccc(Br)cc1C(=O)Nc1cccc(NC(=O)c2ccco2)c1,33.0,0.1
O=C(Nc1ccccc1)N(Cc1ccc2c(c1)OCO2)Cc1nc2ccccc2c(=O)[nH]1,5.7,-8.2
Cc1ccccc1-c1nc(CN(C)C(C)c2ccon2)c(C)o1 (configuration not stated),4.7,-2.5
Cn1nc([N+](=O)[O-])nc1Sc1ccc(C(C)(C)C)cc1,-30.5,10.5
COc1ccc(CCc2nnc(CCC(=O)N(C)Cc3ccncc3C)o2)cc1,8.0,8.3
CC1(C)CC(=O)C(c2ccccc2)(c2ccccc2)C(=O)C1,2.2,-9.9
CCSc1nc2c(c(=O)[nH]1)C(c1ccccn1)C1=C(CC(C)(C)CC1=O)N2 (configuration not stated),-6.2,3.8
CCC(=O)N1CCc2cc(S(=O)(=O)N(CC)c3cccc(C)c3)ccc21,-10.0,3.5
O=C(Nc1ccc(F)cc1)c1cc(Cl)sc1Cl,52.2*,-47.8*
O=C(O)CC(NCc1ccco1)C(=O)OCCCl (configuration not stated),-0.5,12.0
COc1ccc(C2=NN(CCC(=O)NCc3cccs3)C(=O)CC2)cc1,-6.3,4.9
COc1ccc(CC(=O)Nc2ccc(S(=O)(=O)N3CCCC3)cc2)cc1OC,-6.1,0.0
CCCNC(=O)C1(C)CCN(C(=O)c2cc(F)cc(F)c2)C1 (configuration not stated),-4.9,-2.0
COc1ccc(NC(=O)CN2CCCCC2)cc1,-15.0,-0.1
CC1=CC2=NC(=O)/C(=C/c3coc4ccccc4c3=O)C(=N)N2O1,-0.6,-7.3
Cn1c(=O)cc(NCCc2ccccc2)[nH]c1=O,9.6,-3.7
COc1ccc(/C=N/NC(=O)c2cc(C)on2)c2ccccc12,-5.9,3.1
COc1cc2ccc3c(CCN(C)C)cc(OC)c(OC)c3c2cc1OC,7.1,14.0
CC(=O)OC[C@@H]1CN(Cc2ccccc2)C[C@H](n2cnc3c(N4CCCC4)ncnc32)O1,11.0,-7.3
COc1cc(/C=C/C(=O)OCC(=O)Nc2cc(S(=O)(=O)N3CCOCC3)ccc2Cl)cc(OC)c1OC,4.7,14.4
CCC(NC(=O)NCc1cccnc1)(C(F)(F)F)C(F)(F)F,16.1,-3.0
O=C(NC1c2ccccc2-c2ccccc21)c1ccco1,-5.9,5.1
CCOC(=O)C1=C(C)NC2=C(C(=O)CC(c3cccs3)C2)C1c1cccs1 (configuration not stated),25.3,-28.5
COc1ccc(Nc2ccc([N+](=O)[O-])c3nonc23)c(OC)c1,-2.4,0.7
Cc1ccc(N=C2N=C(N)c3ccccc32)cc1C,9.2,2.4
C[C@H](CO)N1C[C@H](C)[C@@H](CN(C)S(=O)(=O)c2cccs2)OCc2cn(nn2)CCCC1=O,8.7,-3.3
C=C(C)CN1C(=O)C(C)SC1=NN=C1SCC(=O)N1C (configuration not stated),-10.2,5.9
CC(=O)Nc1ccccc1C(=O)N1CCN(c2cccc(C)c2C)CC1,-2.3,-4.0
CC(C)N(C(=O)[C@H]1C[C@H](CC(=O)NCCN2CCOCC2)C(=O)N2CCc3c([nH]c4cc(-c5ccco5)ccc34)[C@]12C)C(C)C,3.7,11.1
CS(=O)(=O)N(CC(=O)NCCSCc1ccccc1)c1ccccc1,-10.2,-10.4
NCCCC[C@@H](C(=O)N1CCNCC1)n1cc(CCC(=O)O)nn1,-6.2,-7.1
CCOc1ncccc1C(=O)Nc1cc(S(=O)(=O)N2CCCCC2)ccc1OC,-1.7,29.8
COC(=O)c1c(NC(=O)COc2ccc(Cl)cc2Cl)sc2c1CC(C)(C)NC2(C)C,46.1,-6.4
CC(c1ccccn1)N(C)C(=O)c1ccc2nc(Cc3cccc(Cl)c3)oc2c1 (configuration not stated),-3.0,-2.6
c1ccc2c(c1)CSc1ccccc1N2,9.4,-8.7
CC(=O)NS(=O)(=O)c1ccc(NC(=O)/C=C/c2cn(-c3ccccc3)nc2-c2ccccc2)cc1,0.9,6.1
COc1cc(Cl)ccc1OC1(C)CCN(Cc2c(F)cccc2F)C1 (configuration not stated),-16.5,4.2
COc1ccc(-c2ccc(-c3noc(-c4cccs4)n3)c(OC)n2)cc1,-12.5,15.3
CCOC(=O)c1c(-c2ccc(C)cc2)cn2ccccc12,-18.5,41.7
CCOC(=O)c1cc(C)nc(N2CCCCC2)c1C#N,-8.1,7.1
Cc1ccc(OCC(=O)NCc2n[nH]c(=O)c3ccccc23)cc1,13.1,-10.0
FC(F)(F)c1nnc2ccc(NCc3cccnc3)nn12,7.0,1.9
Cc1noc(C)c1CSc1nc2ccccc2[nH]1,-14.0,6.9
COc1ccc(C(C#N)N2CCCCCC2)cc1OC (configuration not stated),-6.4,2.3
Cc1ccccc1C(=O)NC(CC(C)C)C(=O)NCC(C)(C)N1CCOCC1 (configuration not stated),2.3,-3.0
Cn1c(=O)c2c(SCC(=O)N3CCCCC3)nc(-c3ccccc3F)nc2n(C)c1=O,2.1,-7.4

# (list continues)
SMILES,H9c2 TAG inh,H9c2 TAG inh DAPI viability
O=S(=O)(NCc1csc(-c2cccnc2)n1)c1ccc2c(c1)OCCO2,-7.0,13.4
CCCNC(=O)C(Cc1cccc(C#N)c1)NC(=O)c1cccc([N+](=O)[O-])c1 (configuration not stated),17.4,-4.8
O=C(NCCOc1ccccc1)C(=O)c1c[nH]c2ccccc12,-8.1,3.4
COCCN1CCN(C(=O)c2cc(COc3ccc(F)cc3Cl)on2)CC1,12.3,-8.7
Clc1ccc(CN2C3=NCCCN3c3ccccc32)cc1,41.2,3.5
O=C(C1=C[C@@H](c2csc3ccccc23)C[C@@H](OCc2ccc(CO)cc2)O1)N1CCN(Cc2ccccc2)CC1,-4.0,9.3
Cc1nnc(SCc2nnc(-c3ccccc3)o2)n(N)c1=O,1.3,-11.3
Fc1ccc(Br)cc1C1C=C(c2cccnc2)Nc2ncnn21 (configuration not stated),0.9,-12.0
O=C(OCC(=O)c1ccccc1)C1=NN(c2ccccc2)C(=O)CC1,-6.6,-0.1
N#Cc1sc2nc(N3CCCCC3)c3c(c2c1N)CCCC3,21.7,18.7
COc1ccc2c(c1)CCC1C2CCC2(C)C(O)C(=O)CC12 (configuration not stated),0.6,4.2
CCN(C(=O)CSc1nnc(-c2ccc(OC)cc2)n1C(C)C)C1CCS(=O)(=O)C1 (configuration not stated),1.8,0.5
CCC(=O)N1CCCC(C)(C(=O)Nc2ccc(OC)c(F)c2)C1 (configuration not stated),-3.9,11.4
Cn1c(=O)c2cc(NC(=S)NC3CC3)ccc2n1C/C=C/c1ccccc1,-15.5,15.2
CC1=NN(C(=O)c2ccco2)C(O)(c2ccccc2)C1 (configuration not stated),0.6,0.5
CCOn1c(=O)c(-c2cccc(Br)c2)[n+]([O-])c2ccccc21,2.2,2.2
CC(=O)Oc1ccc(N(C(C)=O)S(=O)(=O)c2ccc(C)c([N+](=O)[O-])c2)cc1,5.3,9.2
Cn1c(NCCN2CCCCC2)cc(=O)n(C)c1=O,-10.1,0.5
O=C(NCC1CCCO1)c1cccc(S(=O)(=O)N(Cc2ccccc2)c2ccccc2)c1 (configuration not stated),-0.3,0.3
O=C(CNC(=O)c1ccccc1F)OCCOc1cccc(Cl)c1,0.4,1.9
COc1ccc(CN2CCC[C@]3(N[C@H](c4ccc(OC)cc4)[C@@H]4C(=O)N(C)C(=O)[C@@H]43)C2=O)cc1,6.5,-3.6
CCN(CC)C(=O)C1=C(C)N(Cc2ccc(F)cc2)C(=O)C(CC(=O)NCCCCc2ccccc2)C1 (configuration not stated),3.6,-8.4
CN(C)c1nc(N)c2ncc(=S)[nH]c2n1,3.8,-9.0
CN1CCC(=O)N([C@H](CSc2ccc(Br)cc2)Cc2ccccc2)CC1,-1.3,5.7
COc1ccc(S(=O)(=O)N2CCN(C(=O)CCNC(=O)c3ccccc3Cl)CC2)cc1,7.5,-0.3
COC(CNC(=O)Cc1c(C)nc2c(-c3ccccc3)c(C)nn2c1C)OC,-6.6,11.4
COc1ccc(N=C2SC(C(N)=O)CC(=O)N2Cc2ccc3c(c2)OCO3)cc1 (configuration not stated),-1.0,-8.8
COc1cccc(-n2cc3c(c2-c2ccccc2)c(=O)n(C)c(=O)n3C)c1,-11.5,3.5
Cc1ccc2ccccc2c1CSc1nc(N)nc2c1ncn2CC(C)C,4.2,13.8
CCOC(=O)NC(=O)c1cn(C(CC)CO)c(=O)[nH]c1=O (configuration not stated),-3.1,2.7
CCCc1cc(C(=O)Nc2ccc(OC)cc2[N+](=O)[O-])cs1,0.0,-4.9
COc1ccc(CNC(=O)CN(C)S(=O)(=O)c2ccc3c(c2)OCCO3)cc1OC,11.7,2.2
N#CCCN(C(=O)COC(=O)/C=C/c1cccs1)c1ccccc1,-9.1,10.0
N#CCC(=O)N/N=C\c1cc(Br)ccc1OC/C=C/c1ccccc1,12.6,-13.4
COc1cc(/C=C/C(=O)Nc2cc(C(F)(F)F)ccc2Cl)cc(OC)c1OC,17.7,5.0
O=C(CCc1c[nH]c2ccccc12)OCC(=O)N1CCN(S(=O)(=O)c2ccccc2)CC1,11.5,-4.1

# Bioassay records from PubChem BioAssay.
